Mac1 fbg enh = increases human CD11b/CD18 adhesion to fibrinogen. P05107+P11215. K562 CD11b/CD18 adhesion to fibrinogen, ATPlite luminescence. activation, % at 10 µM. 93,000 compounds, 0.07% hits. AID 1499;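 active = 10 µM primary screen giving 50% or more activity, confirmed by 40% or more on retest at that dose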; also: strong numbers were not always called active; reference of the scale not given here
E coli WT exp = growth inhibitors of E. coli BW25113 wild type; OD600 absorbance; growth inhibition, % at 100 µM; 98,000 compounds, 0.15% hits; AID 710;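 active = growth inhibition above about 50% at one test dose, limit read from the data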;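 also: growth measured after 20 h incubation at 37 °C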
CD11b adhes inh = inhibitors of human CD11b/CD18 binding to fibrinogen; K562 CD11b/CD18 adhesion to fibrinogen, ATPlite luminescence; Mn2+ added to activate the integrin; inhibition, % at 10 µM; 93,000 compounds, 0.54% hits;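 active = primary inhibition of 50% or more at 10 µM, then 40% or more on retest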; also: some results filed as inactive read as strong as hits
MT1-MMP txn act = MT1-MMP promoter transcription activation; HT1080 MT1-MMP promoter luciferase reporter, luminescence, overnight; stronger effect = higher value; activation factor at 10 µM; 86,000 compounds, 0.16% hits;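 active = activation factor of at least 2 for MT1-MMP transcription at 10 µM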
ERa coact pot = enhances coactivator binding to human estrogen receptor alpha. 86,000 compounds, 1.3% hits. TR-FRET ERalpha-LBD/SRC-Cy5 coactivator binding, 2 h; 100 = basal binding, no effect. AID 639. coactivator binding (% of control), % at 25.6 µM. P03372; in the data active = activity above about 200%;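 also: binding measured in presence of low estradiol as agonist stimulus; 0% = peptide alone without receptor and 100% = receptor with peptide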
ERb coact inh = ER-beta (human) coactivator binding inhibition; Q92731; TR-FRET ER-beta LBD / SRC1-Cy5 peptide binding; receptor agonist-loaded with 1 µM estradiol; inhibition, % at 25.6 µM; 86,000 compounds, 1.3% hits; AID 633;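 active = compounds whose percent inhibition of the receptor-coactivator binding signal exceeds about 50% in the single-dose screen, limit read from the data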;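 also: 0% = receptor plus peptide wells without compound and 100% = peptide-only wells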
FAK blocker = inhibitors of human focal adhesion kinase; biochemical FAK kinase activity assay; inhibition, %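 (tested at 7 µM)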; 97,000 compounds, 0.84% hits; in the data active = inhibition above about 19%;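 also: 0% = DMSO and 100% = reference compound high control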
Target sequence (Q05397 whole entry, looked up): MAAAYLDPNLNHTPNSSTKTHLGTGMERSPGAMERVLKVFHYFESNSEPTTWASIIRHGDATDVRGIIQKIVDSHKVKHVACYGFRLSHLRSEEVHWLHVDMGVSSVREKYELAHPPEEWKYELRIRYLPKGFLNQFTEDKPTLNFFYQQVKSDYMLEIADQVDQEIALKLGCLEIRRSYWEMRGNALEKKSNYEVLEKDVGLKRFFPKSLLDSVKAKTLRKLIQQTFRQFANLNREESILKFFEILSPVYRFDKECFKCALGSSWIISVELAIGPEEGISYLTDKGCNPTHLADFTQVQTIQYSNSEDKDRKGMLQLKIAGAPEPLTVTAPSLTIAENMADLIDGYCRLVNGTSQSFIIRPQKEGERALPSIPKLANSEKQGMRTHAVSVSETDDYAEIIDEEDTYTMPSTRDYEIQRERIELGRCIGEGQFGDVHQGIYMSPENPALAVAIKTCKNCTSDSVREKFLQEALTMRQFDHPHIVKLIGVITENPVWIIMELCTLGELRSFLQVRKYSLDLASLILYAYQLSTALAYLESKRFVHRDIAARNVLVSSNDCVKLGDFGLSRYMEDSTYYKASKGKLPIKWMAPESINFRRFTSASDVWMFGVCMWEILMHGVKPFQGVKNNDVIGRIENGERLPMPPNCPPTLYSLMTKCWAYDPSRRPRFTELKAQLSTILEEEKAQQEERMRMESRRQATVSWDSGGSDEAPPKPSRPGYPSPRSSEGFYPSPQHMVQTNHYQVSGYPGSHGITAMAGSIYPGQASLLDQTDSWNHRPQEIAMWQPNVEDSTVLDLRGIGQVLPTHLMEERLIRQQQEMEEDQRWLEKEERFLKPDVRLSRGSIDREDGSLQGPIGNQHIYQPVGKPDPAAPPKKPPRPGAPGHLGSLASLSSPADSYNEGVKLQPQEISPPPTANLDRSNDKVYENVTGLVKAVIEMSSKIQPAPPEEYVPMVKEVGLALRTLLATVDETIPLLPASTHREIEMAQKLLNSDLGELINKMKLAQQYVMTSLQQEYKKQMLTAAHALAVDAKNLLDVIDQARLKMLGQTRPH
PLAP activator = activates human placental alkaline phosphatase | P05187 | purified PLAP enzyme, luminescent substrate read-out; stronger effect = higher value | activation fold at 20 µM | 96,000 compounds, 1.2% hits | AID 696; in the data active = activation fold above about 2
ERa SRC1 inh = blocks coactivator binding to human estrogen receptor alpha. P03372. TR-FRET ER-alpha LBD / SRC-1 peptide, estradiol-bound. inhibition, % at 25.6 µM. 86,000 compounds, 1.7% hits; in the data active = inhibition above about 50%;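 also: 0% = receptor plus peptide control and 100% = peptide only without receptor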
An asterisk follows results filed as active; x = no result given; & = joins results of further samples; [ ] = dose if it differs, or a comment.

Each structure is followed by: Mac1 fbg enh	E coli WT exp	CD11b adhes inh	MT1-MMP txn act	ERa coact pot	ERb coact inh	FAK blocker	PLAP activator	ERa SRC1 inh
- O=C(NCc1cccs1)c1cc2ccccc2o1
 : -5.4	5.0	10.4	1.3	87.5	8.4	7.6	0.7	8.8
- CCOc1ccc(NS(=O)(=O)c2ccc(NC(=S)NC(=O)CC(C)C)cc2)cc1
 : 6.5	-5.0	18.2	x	x	x	0.3	1.1	x
- N#Cc1ccc(-c2csc(NC(=O)C3CC3)n2)cc1
 : -1.4	-6.0	-1.7	1	105.4[fluorescence artefact?]	8.4[fluorescence artefact?]	1.4	1	-1.4
- CC(=O)SCC(C)C(=O)NCc1ccccc1 (stereo unspecified)
 : -2.7	8.0	-9.1	1	102.5	-3.0	-0.1	1.5	8.7[fluorescence artefact?]
- CNc1nc(-c2ccccn2)nnc1-c1ccccc1
 : -4.1	32.0	-9.5	0.9	92.1	-2.1	-1.3	1.4	-5.8
- CC(C)(C)NC1=CC(=O)OC12CCCCC2
 : 4.2	-7.0	-5.2	1.1	127.8	-3.2[fluorescence artefact?]	4.0	0.9	-6.9
- COc1ccc(-c2ncncc2-c2csc(C)n2)c(O)c1OC
 : -6.0	6.0	13.8	1.1	107.1	-8.0	0.3	1.3	-0.8
- COc1ccc(-c2cc(OC(=O)c3ccc(F)cc3)c3c(C)oc(C)c3c(=O)c2)cc1
 : 110.2	-12.0	-10.4	x	x	x	-4.2	1.3	x
- CCOc1ccc2[nH]c(=O)c(CN(Cc3cccs3)Cc3nnnn3C(C)(C)CC)cc2c1
 : -3.8	-6.0	12.7	1.2	83.6	1.6	0.1	1.7	2.5
- N#CCCN(C(=O)CSc1nc(-c2ccccc2)cn1N)c1ccc(F)cc1
 : 1.7	-3.0	11.5	1.1	102.3	-10.7	1.6	0.9	-5.0
- Cc1c(C(=O)O)oc2c1C(O)CC(C)(C)C2 (stereo unspecified)
 : x	3.0&-5.0	x	1&1	89.0	-1.7	-3.5&-7.8	1	-4.2
- CCNc1nc(NC(C)C)nc(Oc2ccc(OCCOc3ccc(C)cc3)nn2)n1
 : 0.8	-1.0	10.3	1.3	105.7[fluorescence artefact?]	-2.0	3.2	1.4	-2.1
- CCOC(=O)c1c(C)c(C(=O)NCCOC)c(C)n1CC
 : -2.7	-2.0	-1.0	1.3	122.5	1.0	x	1	0.0
- CNc1c([N+](=O)[O-])cnn1-c1ccccc1Cl
 : -1.8	-2.0	-8.2	x	x	x	2.6	1	x
- COc1ccc(OC)c(C(=O)CSc2nc3cccnc3n2C)c1
 : 2.9	-6.0	-8.5	1.1	114.2	2.1	-3.1	1.1	7.2
- NC(=O)c1oc2ccccc2c1NC(=O)C1CCCCC1
 : 6.2	1.0	-62.6	1.1	122.8	-5.9	x	1.1	-3.2
- CCCC(=O)CN1C(=O)C2(OCCO2)c2ccccc21
 : -0.5	-2.0	6.4	1	100.4	-3.0	x	0.9	2.5
- CS(=O)(=O)N1CCN(c2ccccc2NC(=O)C(c2ccccc2)c2ccccc2)CC1
 : -3.9	-4.0	1.3	1	85.8[fluorescence artefact?]	1.4	0.7	1.1	2.6
- CCN1CNC(=S)N(c2cccc(C)c2C)C1
 : x	2.0	x	1.1	104.1	-5.8	-2.8	0.8	-17.1
- CCNc1nc(OC)nc(SCC(N)=O)n1
 : -1.2	3.0	-1.1	1	113.6	-9.4	-1.8	0.9	-3.8

Record cards, from the list above. Values in the order: Mac1 fbg enh	E coli WT exp	CD11b adhes inh	MT1-MMP txn act	ERa coact pot	ERb coact inh	FAK blocker	PLAP activator	ERa SRC1 inh
CCN1CNC(=S)N(c2cccc(C)c2C)C1 is listed as x	2.0	x	1.1	104.1	-5.8	-2.8	0.8	-17.1
CCOc1ccc(NS(=O)(=O)c2ccc(NC(=S)NC(=O)CC(C)C)cc2)cc1 is listed as 6.5	-5.0	18.2	x	x	x	0.3	1.1	x

Continued:
Each structure is followed by: Mac1 fbg enh	E coli WT exp	CD11b adhes inh	MT1-MMP txn act	ERa coact pot	ERb coact inh	FAK blocker	PLAP activator	ERa SRC1 inh
- O=c1c2ccccc2nnn1CSc1ncnc2ccccc12
 : x	-6.0	x	0.9	x	x	9.1	0.9	x
- O=C(c1ccc(-c2nnc(-c3ccccc3)o2)cc1)N1CCCCCC1
 : -5.0	-2.0	9.6	1.2	108.7	-7.4	2.2	1	1.9
- CCCC(C(=O)c1ccccc1)n1cncn1 (stereo unspecified)
 : 1.8	0.0	-14.1	1.2	99.9	4.6[fluorescence artefact?]	-5.7	0.9	4.7[fluorescence artefact?]
- O=C(CSc1nnnn1C1CC2CCC1C2)Nc1ccnc2ccccc12 (stereo unspecified)
 : -13.1	3.0	100.4*	1	113.4	-10.6	x	0.9	1.0
- Cc1nc2c(C(=O)NCc3ccc4c(c3)OCO4)cnn2c(C)c1Cc1ccc(F)cc1Cl
 : x	-9.0	x	1.1	121.1	3.4[fluorescence artefact?]	-0.5	1.3	12.8[fluorescence artefact?]
- COc1ccc(-n2c(=O)cc(N3CCc4ccccc43)[nH]c2=O)cc1
 : x	x	x	1.1	71.8[fluorescence artefact?]	1.9[fluorescence artefact?]	0.5	x	-0.6[fluorescence artefact?]
- COc1cccc(C(=O)CSc2nc3ccccc3n2CC(=O)N2CCOCC2)c1
 : -1.8	-8.0	-0.2	1.1	117.0	0.7	x	0.9	-0.4
- Cc1cc(=O)oc2c(CN3CCC(C)CC3)c(O)c(Cl)cc12
 : -0.6	-1.0	-20.3	1.2	40.9	69.2*[fluorescence artefact?]	2.6	1.7	66.7*
- COC(=O)C1=C(NC(=O)c2ccc(C)c(C)c2)CCS1
 : -0.7	-17.0	4.8	x	x	x	-4.3	0.9	x
- CC1=CC(C)=Nc2ccccc2N1
 : -4.8	7.0	-7.5	1.3	103.2	-10.6	-1.2	1	-3.3
- C=CCn1c(SCC(=O)OCc2ccccc2)nc2c1c(=O)n(C)c(=O)n2C
 : -1.4	0.0	-1.8	1.2	101.4	5.2	-2.0	1.5	7.3
- COc1ccc(N2CC(C)Cn3c2nc2c3c(=O)n(Cc3ccccc3F)c(=O)n2C)c(OC)c1 (stereo unspecified)
 : 2.6	-3.0	17.4	1.1	92.7	-0.9	-1.5	1.7	2.3
- COc1ccc(C)cc1S(=O)(=O)NCCc1ccccc1
 : -3.7	7.0	2.1	1.1	97.8	-7.9[fluorescence artefact?]	-1.3	0.8	8.3[fluorescence artefact?]
- O=C(NCc1n[nH]c(=S)n1-c1ccccc1)c1ccc(S(=O)(=O)N2CCOCC2)cc1
 : 7.1	7.0	13.3	x	x	x	-2.0	1	x
- O=C(NCc1ccco1)C(c1ccccc1)N(C(=O)Cc1cccs1)c1ccccc1F (stereo unspecified)
 : x	0.0	x	1	72.0	-9.0	-9.2	1	-3.9
- COc1cc(OC)c(Nc2cc(C)nc3nc(C)nn23)cc1Cl
 : -3.1	0.0	6.2	1.2	123.8	-3.4	x	1.6	2.6
- COc1ccc2c(=O)c3c(=O)n(Cc4ccco4)c(C4CCCCC4)nc3oc2c1
 : -1.8	x	11.3	0.9	192.5[fluorescence artefact?]	29.9[fluorescence artefact?]	x	0.9	35.4[fluorescence artefact?]
- CC1=CC(=C2C(=O)c3ccccc3C2=O)C=C(C)O1
 : -2.3	-29.0	12.8	1.3	884.1*[fluorescence artefact?]	2.8[fluorescence artefact?]	5.9	1	8.4[fluorescence artefact?]
- Cc1ccc(C)c(N2CCN(C(=O)c3ccccc3Br)CC2)c1
 : x	-8.0	x	1.1	115.9	-9.8	1.5	x	-9.4
- COc1ccccc1CNC(=O)Nc1cccs1
 : 2.0	-2.0	6.6	1.2	98.9	4.9	x	1.1	-2.2

Three compounds already listed, sorted by the number in Mac1 fbg enh, lowest first:
SMILES | Mac1 fbg enh
CCCC(=O)CN1C(=O)C2(OCCO2)c2ccccc21 | -0.5
CCNc1nc(NC(C)C)nc(Oc2ccc(OCCOc3ccc(C)cc3)nn2)n1 | 0.8
N#CCCN(C(=O)CSc1nc(-c2ccccc2)cn1N)c1ccc(F)cc1 | 1.7

Additional records follow.
Each structure is followed by: Mac1 fbg enh	E coli WT exp	CD11b adhes inh	MT1-MMP txn act	ERa coact pot	ERb coact inh	FAK blocker	PLAP activator	ERa SRC1 inh
- COC(=O)c1ccc(NC(=O)CCN2CCN(Cc3ccccc3)CC2)cc1
 : x	x	x	1.1	101.7	-7.9	-0.2	x	-1.7
- COc1ccccc1N1CCN(C(=O)c2cc(-c3ccc(Br)cc3)on2)CC1
 : -3.2	-7.0	-1.2	1.2	119.1	1.4[fluorescence artefact?]	-4.7	1.1	-10.1
- CCC(C)(C(=O)NC1CCCC1)N(Cc1ccco1)C(=O)Cc1cccs1 (stereo unspecified)
 : -1.2	10.0	1.2	1.2	101.7	6.4	0.4	1.2	-2.0[fluorescence artefact?]
- O=C(CSc1nnc(CN2CCOCC2)n1-c1ccc(Cl)cc1)Nc1ccc2c(c1)OCO2
 : -3.1	7.0	-10.4	1.2	98.1	3.7	-0.6	1.6	-4.2
- [O-]/[N+](=C\c1ccc(OC(F)F)cc1)c1ccccc1
 : -4.7	3.0	-4.6	1.3	x	x	-9.5	1	x
- CCCCc1nnc(NC(=O)CSc2nc(=O)cc(N)n2-c2cccc(C)c2)s1
 : 0.5	1.0	2.3	1.1	100.1	0.9	-2.2	1.5	-1.4
- NC(=O)C1CCN(C(=O)COc2cccc3ccccc23)CC1
 : -0.7	-3.0	-2.7	1.2	89.8	3.8	0.4	1.4	4.2
- CCS(=O)(=O)CCSc1nc(C)cc(C)n1
 : 0.6	1.0	-3.1	1.2	109.0	-4.5	2.2	1	2.4
- CCOc1cc(Br)ccc1S(=O)(=O)N1CC(C)OC(C)C1 (stereo unspecified)
 : -3.6	0.0	10.8	1	117.2	-6.6	0.7	1.1	2.2
- Cn1c(=O)cc(OCC(=O)NCc2ccccn2)c2ccccc21
 : x	-3.0	x	1.1	110.0	-9.9	4.7	1	-3.4
- Cc1cc(NC(=O)c2ccc3c(c2)C(=O)N(C)C3=O)no1
 : -4.3	-5.0	-5.3	1	102.7	6.9	-0.7	1	0.2
- COCCNC(=O)C(c1cccs1)N(Cc1ccccc1)C(=O)Cn1nnc2ccccc21 (stereo unspecified)
 : 0.2	5.0	0.1	1.1	106.8	13.6	-4.5	1.3	-8.5
- COc1nnc(-c2ccc(N3CCOCC3)c(NC(C)=O)c2)c2ccccc12
 : -2.1	0.0	-2.7	1.1	102.3	8.8[fluorescence artefact?]	1.7	1.5	6.6[fluorescence artefact?]
- c1ccc(Cc2nn3c(Cn4nnc5ccccc54)nnc3s2)cc1
 : 1.1	-5.0	-3.1	1.3	81.4[fluorescence artefact?]	10.1[fluorescence artefact?]	3.8	0.8	7.3
- COc1ccccc1N1CCN(C(=O)c2c(C)cc(=O)oc2C)CC1
 : -1.5	0.0	6.9	1.1	118.1	7.0[fluorescence artefact?]	-2.8	1.1	3.9[fluorescence artefact?]
- O=C(OCC(=O)N1CCN(C(=O)c2ccco2)CC1)c1cc(-c2ccccc2)nc2ccccc12
 : -0.1	-14.0	9.9	1.2	88.8	2.2	7.9	1.5	-9.4
- CCn1c(CN2CCN(C(=O)c3ccco3)CC2)nc2c1c(=O)n(C)c(=O)n2C
 : 3.0	0.0	-8.9	1	114.7	-4.7	15.7	1.6	-7.4
- COCCn1c(C)cc(C(=O)CSc2nc3ccccc3o2)c1C
 : 0.8	-8.0	-7.4	1.2	82.7[fluorescence artefact?]	3.7	-1.2	0.9	22.3
- Cc1ccc(OCCn2c(CCCO)nc3ccccc32)cc1
 : 0.5	13.0	-1.2	1.2	88.2	2.6	-2.5	1.3	0.9

Quoted from the listing.
`COC(=O)c1ccc(NC(=O)CCN2CCN(Cc3ccccc3)CC2)cc1` in MT1-MMP txn act = 1.1
`Cc1ccc(OCCn2c(CCCO)nc3ccccc32)cc1` in PLAP activator = 1.3
`COCCNC(=O)C(c1cccs1)N(Cc1ccccc1)C(=O)Cn1nnc2ccccc21` (stereo unspecified) in MT1-MMP txn act = 1.1

High-throughput results: PubChem BioAssay, several laboratories

Rows were taken by chance; overall some 5.1% were active at least once.
